Casp6 inh = human caspase-6 inhibitors, primary screen, biochemical, VEID-R110 fluorescence, single point, set 2; P55212; AID 686996, 2013; inhibition, % at 12.5 µM; purified caspase-6, Z-VEID-R110 cleavage fluorescence; hit rate 0.53% among 350,000;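 active = mean inhibition across replicates at least about 35%, with every replicate also reaching that limit, limit read from the data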;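 also: 0% = median of neutral control wells and 100% = no fluorescence left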
Target sequence (P55212 24-179 limits assumed): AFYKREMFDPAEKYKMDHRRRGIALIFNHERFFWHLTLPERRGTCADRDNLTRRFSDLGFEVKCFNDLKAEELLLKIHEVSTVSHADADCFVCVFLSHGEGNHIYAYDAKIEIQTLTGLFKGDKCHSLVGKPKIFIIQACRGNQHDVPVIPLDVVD
Target sequence (P55212 194-293 limits assumed): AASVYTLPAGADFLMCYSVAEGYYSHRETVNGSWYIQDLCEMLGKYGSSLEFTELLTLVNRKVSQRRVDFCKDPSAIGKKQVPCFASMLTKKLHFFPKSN
PglD DTNB = C. jejuni PglD acetyltransferase inhibitors, primary screen, biochemical, DTNB colorimetric, single point | UDP-N-acetylbacillosamine N-acetyltransferase PglD (Campylobacter jejuni) | purified PglD enzyme, DTNB colorimetric CoA detection | inhibition, % at 12.5 µM | hit rate 0.098% among 360,000 | AID 602405, 2012; in the data active = inhibition above about 16%, passing the limit was not always enough; also: strong numbers were not always called active
ERp5 block = inhibitors of ERp5-driven insulin aggregation, primary screen, biochemical, turbidity, absorbance 650 nm, single point; Protein disulfide-isomerase A6 (Homo sapiens), Q15084; 90 min; inhibition, % at 9.99 µM; hit rate 0.05% among 350,000; AID 651711, 2012;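 active = mean replicate inhibition above about 25%, with every replicate also reaching it, limit read from the data, passing the limit was not always enough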
esBAF inh = Bmi1 luciferase reporter increase in mESCs, primary screen, esBAF inhibitor project, mouse ES cells, Bmi1 luciferase knock-in, single point; hit rate 2% among 350,000; 24 h; 100% = twice the neutral-well signal; reporter increase, % at 12.5 µM; AID 602393, 2012; in the data active = activation above about 40%;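 also: 0% = median of the plate's neutral control wells and 100% = double that signal; a rise in the Bmi1 reporter signal indicates esBAF inhibition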
RAD54 inh = inhibitors of human RAD54 branch migration, primary screen, biochemical, fluorescence, single point; RAD54 Holliday junction branch migration, FAM/BHQ fluorescence; inhibition, % at 10.4 µM; DNA repair and recombination protein RAD54-like (Homo sapiens), Q92698; hit rate 0.14% among 360,000;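 active = mean normalized replicate activity at least 40 and at least half of replicates scoring 40 or more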;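 also: 0% = median of neutral control wells and 100% = median of positive control wells; inhibitors cause a drop in the FAM fluorescence signal; in these data hits start at about 50%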
Target sequence (Q92698 whole entry, looked up): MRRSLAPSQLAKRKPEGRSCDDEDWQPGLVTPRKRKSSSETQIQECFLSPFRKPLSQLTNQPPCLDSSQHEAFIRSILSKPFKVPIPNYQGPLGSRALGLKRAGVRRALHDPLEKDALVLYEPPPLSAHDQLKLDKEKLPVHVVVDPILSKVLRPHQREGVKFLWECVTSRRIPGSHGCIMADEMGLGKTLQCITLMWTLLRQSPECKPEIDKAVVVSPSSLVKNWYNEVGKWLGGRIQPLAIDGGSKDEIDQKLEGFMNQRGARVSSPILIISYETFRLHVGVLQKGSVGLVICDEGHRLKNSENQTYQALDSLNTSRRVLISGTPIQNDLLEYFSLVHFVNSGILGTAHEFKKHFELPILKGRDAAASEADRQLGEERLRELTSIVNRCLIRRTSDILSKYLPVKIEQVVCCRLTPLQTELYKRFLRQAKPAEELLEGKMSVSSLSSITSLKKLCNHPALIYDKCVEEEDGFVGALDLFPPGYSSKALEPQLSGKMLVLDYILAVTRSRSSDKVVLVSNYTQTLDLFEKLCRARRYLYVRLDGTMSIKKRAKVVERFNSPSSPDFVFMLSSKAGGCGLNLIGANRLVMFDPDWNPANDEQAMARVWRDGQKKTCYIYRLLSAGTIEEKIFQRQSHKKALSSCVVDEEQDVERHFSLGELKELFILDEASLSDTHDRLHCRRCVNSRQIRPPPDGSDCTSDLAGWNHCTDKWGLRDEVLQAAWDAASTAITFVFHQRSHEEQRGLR
E-selectin induc = E-selectin induction in HUVECs, primary screen, imaging, HUVEC, immunofluorescence imaging, single point; normalized: neutral wells 0, TNF-alpha wells 100; activation, % at 7.58 µM; hit rate 0.37% among 260,000;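 active = mean E-selectin-positive cell signal at least 10% of the positive control, reached in at least 60% of replicates, without over 20% cell loss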;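 also: in these data hits start at about 27%; measured in HUVEC primary endothelial cells; signal is the percent of cells scored E-selectin positive by PE staining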
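Test system – human umbilical vein endothelial cells (HUVEC), E-selectin induction · Input – 3,000 HUVEC seeded per well · Buffer or medium – EGM-2, gelatin · Compound dosing – single-point compound dose · Detection – immunofluorescence imaging · Measure – percent E-selectin-positive cells · Controls – TNF-alpha high, DMSO low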
RAD52 inh = RAD52 DNA annealing inhibitors, primary screen, biochemical, FRET, single point, set 2. hit rate 0.46% among 360,000. recombinant RAD52 DNA annealing, FRET fluorescence. inhibition, % at 18.7 µM. DNA repair protein RAD52 homolog (Homo sapiens), P43351;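 active = every replicate showing at least 50% inhibition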
ARNT TACC3 PPI = disruptors of ARNT/TACC3 protein interaction, primary screen, biochemical, AlphaScreen, single concentration; Transforming acidic coiled-coil-containing protein 3 (Homo sapiens), Q9Y6A5; AlphaScreen His-ARNT PAS-B/GST-TACC3 binding, luminescence; TACC3 fragment carries E629A point mutation; inhibition, % at 9.99 µM; hit rate 0.66% among 390,000; AID 623870, 2012;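 active = mean inhibition of replicates at least 50% and at least half of replicates each reaching 50%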;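 also: 0% = complete ARNT plus TACC3 wells and 100% = ARNT alone without TACC3; many hits fall short of the cut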
Active calls of the source: *; x = not tested or not shown; & = joins results of further samples.

Compound	Casp6 inh	PglD DTNB	ERp5 block	esBAF inh	RAD54 inh	E-selectin induc	RAD52 inh	ARNT TACC3 PPI
CCOC(=O)CN(c1ccccc1)S(=O)(=O)c1ccc(F)cc1	-3	5	-1	6	-13	x	-2	x
COc1ccc(Cl)cc1N(CC(=O)N1CCC(C)CC1)S(C)(=O)=O	x	11	x	-8	8	x	x	-5
CCN(CC)CCn1c(NCc2ccco2)nc2ccccc21	-19	3	1	-11	1	x	0	-15
CC1(C)OC(=O)C(=CNC(Cc2c[nH]c3ccccc23)C(=O)O)C(=O)O1 (centres undefined)	x	4	x	-5	-8	x	x	-3
O=C(NCc1cccs1)Nc1cccc(Cl)c1	x	1	x	59*	0	x	x	4
O=C(Nc1cc(S(=O)(=O)N2CCOCC2)ccc1N1CCCCC1)c1ccc(Cl)cc1	3	-2	7	-6	3	x	-2	x
C#CCOCCOCCOCCNc1nc(N2CCN(C(=O)[C@H](CCCN=C(N)N)n3cc(C(N)[C@@H](C)CC)nn3)CC2)nc(N2CCN(C(=O)[C@H](CC(N)=O)n3cc([C@@H](N)CC(N)=O)nn3)CC2)n1 (some centres undefined)	-198	-2	-6	-1	-51	0.0	13	16
C[C@@H]1CN([C@H](C)CO)C(=O)c2cccc(N(C)C)c2O[C@H]1CN(C)Cc1ccc(C(F)(F)F)cc1	1	4	-1	0	-25	x	-12	3
COc1cc(C2C3=C(CC(C)(C)CC3=O)Nc3ccccc3N2C(C)=O)cc(OC)c1OC (centres undefined)	2	1	4	-2	-3	3.2	0	-3
O=C(c1cccc(S(=O)(=O)N2CCOCC2)c1)N1CCN(S(=O)(=O)c2cccs2)CC1	0	x	-1	x	x	9.3	-6	6
CN(C)C(=O)c1cccc(-c2ccc([C@H]3[C@@H](CO)N(C(=O)C4CC4)[C@H]3C#N)cc2)c1	0	-2	0	-1	0	-0.1	0	-1
CCOc1ccc(/C(O)=C2/C(=O)C(=O)N(CCCN3CCOCC3)C2c2ccc(C)cc2)cc1C (centres undefined)	3	-11	0	14	0	0.0	8	7
COc1cccc(-c2ccc3c(c2)[C@@H]2[C@@H](CCN2C(=O)CC2CC2)[C@H](CO)N3C)c1	x	1	x	4	0	-0.2	x	4
CCOC(=O)CNNC(=O)Nc1ccc(Cl)c(Cl)c1	x	5	x	-9	-11	x	x	3
Cc1ccccc1-c1nc(CN2CCC(C(=O)NCc3cccnc3)CC2)c(C)o1	x	-5	x	1	-8	-0.2	x	2
CC1(C(=O)NCc2cccs2)Cc2c(-c3ccc4c(c3)OCO4)ccnc2O1 (centres undefined)	3	3	-5	-30	6	0.4	-1	x
O=C1NC[C@H](c2ccccc2)N(CCC23CC4CC(CC(C4)C2)C3)C1=O	2	-1	2	-5	-5	-0.2	1	-7
S=C(NCc1cccnc1)Nc1ccc(Oc2ccccc2)cc1	-1	x	-3	x	x	x	-9	2
COc1cc(NS(=O)(=O)c2ccc(NC(=O)NC3CCCCC3)cc2)nc(OC)n1	x	11	x	-6	-3	x	x	5
COc1ccc(CNS(=O)(=O)NCc2ccccc2)cc1OC	-1	-5	0	-10	4	x	-4	x
O=C(O)C1CCCN1C1=NS(=O)(=O)c2ccccc21 (centres undefined)	1	-2	5	-2	0	-0.1	-10	-3
Cc1onc(-c2c(Cl)cccc2Cl)c1C(=O)NC1CCCCC1	0	2	0	-3	8	x	0	3
COCCn1c(C)cc(O)c(C(=O)Nc2cccc(Cl)c2)c1=O	-4	3	-2	4	6	2.6	-8	8
CCOC(=O)C1=NOC(Cn2cc(C(C)=O)c(=O)[nH]c2=O)C1 (centres undefined)	5	x	4	x	x	x	-9	-21
O=C(O)c1cc(S(=O)(=O)Nc2ccccc2C(=O)O)ccc1O	x	-1	x	0	-4	x	x	-3
O=c1c([N+](=O)[O-])c(NC2CCCCC2)c2ccccc2n1-c1ccccc1	x	8	x	-3	7	x	x	-3
Fc1ccc(-c2nc(-c3cnccn3)no2)c(Cl)c1	-2	6	-2	x	-3	0.9	-7	-4
CCOc1ccccc1OCC(=O)Nc1cc2c(cc1C(=O)O)OCCCO2	2	1	-7	-2	-4	-0.1	-20	-10
CN(C)C(=O)C[C@@H]1CC[C@@H]2[C@H](COC[C@@H](O)CN2CC2CCCC2)O1	1	8	3	-2	7	0.1	6	x
Cc1ccc(Sc2ncnc3onc(C)c23)cc1	x	-3	x	-2	0	x	x	0
CC(C)c1cn(CC[C@H]2CC[C@H](NC(=O)C3CCC3)[C@H](CO)O2)nn1	2	8	-4	7	-2	-0.9	9	-1
CCCC(C(=O)Nc1ccc(S(=O)(=O)N2CCOCC2)cc1)c1ccccc1 (centres undefined)	1	3	3	-7	-16	x	-16	-1
COc1ccc(-c2nc3ccccc3c(=O)n2CCN2CCOCC2)cc1	x	3	x	-2	6	x	x	-3
Cc1cc(C(F)(F)F)nn1CC(=O)NCC1CCCO1 (centres undefined)	x	-2	x	-4	-2	x	x	-16
N#C[C@H]1[C@@H](c2ccc(C#CC3(O)CCCC3)cc2)[C@@H](CO)N1C(=O)C1CC1	1	-3	-1	0	0	-0.5	-17	3
CC1CCN(C(=O)COC(=O)CCCN2C(=O)c3cccc4cccc(c34)C2=O)CC1	2	1	2	-4	8	x	5	2
O=c1cc(CCc2ccccc2)[nH]c(=O)[nH]1	-1	x	-9	x	x	0.1	2	x
CC(C)c1c(O)ccc2c1CC[C@H]1C(C)(C)CCC[C@]21C	-6	-2	-3	3	2	3.1	2	1
OC[C@@H]1[C@H](c2ccc(-c3ccc(F)cc3)cc2)[C@H](CNC2CCCC2)N1CCC(F)(F)F	-1	x	-1	x	x	-0.2	-32	x
O=C1CC(c2cccc(Cl)c2)Cc2nc(N3CCOCC3)ncc21 (centres undefined)	x	3	x	4	-16	x	x	-4
NNC(=O)c1cc2c(ccc3ccccc32)o1	0	x	3	x	x	x	-38	4
COCc1cn(CC[C@@H]2CC[C@H](NC(=O)c3ccncc3)[C@H](CO)O2)nn1	15	3	-10	-1	2	0.2	10	-20
O=C(CN1CCN(Cc2ccc(F)cc2)C1=O)NCc1cccs1	0	4	8	-44	1	0.3	-8	11
O=CNc1cc(-c2ccc(C(=O)NC3CC3)cc2)cn2c(-c3ccc(F)c(Cl)c3)cnc12	0	-1	-6	19	0	0.3	-50	x
C=CCn1cc(C(=O)NCCCOC)c(=O)c2cc(S(=O)(=O)N3CCC(C)CC3)ccc21	1	6	-1	7	-1	0.1	-3	x
N#C/C(=C\c1cccc(Br)c1)C(=O)N1CCCCC1	5	-1	-2	0	-2	0.3	-8	-6
COc1cc(C2C3=C(CCCC3=O)Nc3[nH]n(-c4ccccc4)c(=O)c32)ccc1OC(C)=O (centres undefined)	3	0	2	1	2	-2.7	-6	-5
CCCn1c(SCCN2CCOCC2)nc2c1c(=O)n(C)c(=O)n2C	2	-8	-2	4	21	0.2	-3	13
C[C@H](CO)N1C[C@H](C)[C@@H](CN(C)CC2CC2)Oc2c(NC(=O)Nc3ccc(F)cc3)cccc2C1=O	-1	-2	-6	6	-3	1.5	18	11
COc1ccc(N2C(=O)CCC2(C#N)c2ccc(Br)cc2)cc1 (centres undefined)	x	3	x	5	-13	x	x	0

The listing continues.
Compound	Casp6 inh	PglD DTNB	ERp5 block	esBAF inh	RAD54 inh	E-selectin induc	RAD52 inh	ARNT TACC3 PPI
Cc1ccc2[nH]c3c(Cl)ncnc3c2c1	3	8	5	x	19	-0.1	-5	3
Cc1ccc(NC2(C(N)=O)CCCC2)cc1	1	1	3	x	7	-0.1	-17	-3
Cc1noc(C)c1S(=O)(=O)Nc1ccc2c(c1)CC(=O)N([C@@H](C)CO)C[C@H](C)[C@@H](CN(C)C(=O)Nc1ccccc1)O2	-2	x	5	1	x	3.1	-2	x
O=C(Nc1ccc2c(c1)[C@@H]1C[C@H](CC(=O)N3CCOCC3)O[C@@H](CO)[C@@H]1O2)C1CCOCC1	-3	3	3	-1	2	-0.5	12	-5
O=C(Cc1ccccc1)NCCSCc1ccccc1	1	x	5	x	x	x	-6	-5
O=C(Nn1cc(C(=O)Nc2ccccc2F)c2ccccc2c1=O)c1cnccn1	-1	-2	10	2	-10	x	-4	60*
O=C(CSc1nnc(-c2ccncc2)n1Cc1ccco1)Nc1cccc(O)c1	2	4	-1	-4	-3	x	6	5
C[C@@H]1CN([C@@H](C)CO)C(=O)c2cc(NC(=O)CCC(F)(F)F)ccc2O[C@@H](C)CCCCO[C@@H]1CN(C)S(=O)(=O)c1cn(C)cn1	-4	2	1	-3	-4	0.2	8	-4
COc1ccc(/C=C/C(=O)N(C)C2(C)CCS(=O)(=O)C2)cc1 (centres undefined)	0	6	5	5	-4	-0.2	-3	-7
CO[C@H]1CN(C)C(=O)c2ccc(NC(=O)Nc3ccccc3F)cc2OC[C@@H](C)N(C(C)=O)C[C@H]1C	0	0	-6	2	13	0.4	5	-2
Cc1ccc(Cn2nc(C)c(/C=N/NC(=O)c3cccnc3)c2C)cc1	-2	x	-4	x	x	2.9	-11	-1
CC(C)OC(=O)CSc1nc2c(cc1C#N)CCCCC2	-4	2	2	71*	2	x	-10	14
O=C(C1CCCCC1)N1C[C@H]2[C@@H](c3ccccc31)[C@H](CO)N2Cc1ccccc1Cl	-2	1	-2	5	-6	-0.7	12	9
Cc1ccc2c(CN3CCN(S(=O)(=O)c4ccccc4C(F)(F)F)CC3)cc(=O)oc2c1C	0	-5	0	-11	3	-0.2	-9	16
O=C(Nc1ccc(O)cc1)c1ccccc1OCc1ccccc1	0	3	3	-3	2	1.2	-8	6
c1cncc(-c2ccc(C3[C@H]4CNC[C@@H]3N4CC3CCCCC3)cc2)c1 (some centres undefined)	-2	x	-1	x	x	0.3	18	x
Cc1ccc(S(=O)(=O)Nc2ccc3c(c2)C(=O)N([C@@H](C)CO)C[C@H](C)[C@@H](CN(C)C(=O)Cc2ccccc2)OCCCC[C@H](C)O3)cc1	0	-4	-1	1	-1	x	17	-5
COc1ccc(S(=O)(=O)N(C)C[C@@H]2OCc3cn(nn3)CCCC(=O)N([C@@H](C)CO)C[C@H]2C)cc1	1&1&-4	-2&0&0	3&-2&-5	-5&3&5	-2&-3&-1	-0.2&-0.4	-6&4&7	-9&-1
O=C(N/N=C/c1ccc2cccc(OCc3ccccc3)c2n1)c1ccc(Br)cc1	x	0	x	x	1	0.4	x	3
O=C(Oc1cccc2cccnc12)c1ccc2c(c1)OCCO2	x	-3	x	7	-5	x	x	29
O=C(Nc1ccccc1)c1ccc(CN2CCC(Cc3ccccc3)CC2)cc1	x	-10	x	-9	5	x	x	-5

Reformatted with each value named: entries from further up
structure: O=C(c1cccc(S(=O)(=O)N2CCOCC2)c1)N1CCN(S(=O)(=O)c2cccs2)CC1
  Casp6 inh: 0
  PglD DTNB: x
  ERp5 block: -1
  esBAF inh: x
  RAD54 inh: x
  E-selectin induc: 9.3
  RAD52 inh: -6
  ARNT TACC3 PPI: 6

structure: CN(C)C(=O)c1cccc(-c2ccc([C@H]3[C@@H](CO)N(C(=O)C4CC4)[C@H]3C#N)cc2)c1
  Casp6 inh: 0
  PglD DTNB: -2
  ERp5 block: 0
  esBAF inh: -1
  RAD54 inh: 0
  E-selectin induc: -0.1
  RAD52 inh: 0
  ARNT TACC3 PPI: -1

Source: PubChem BioAssay (Broad Institute)
